Assay outcomes as filed in PubChem.
TDP1 cell CPT: DT40-hTDP1 cell growth loss with CPT; chicken DT40 Tdp1-/-;hTDP1 cells + 20 nM CPT, ATP luminescence, 48 h; Potency, µM (doses to about 46.2 µM), without a hit: top-dose activity change, negative = growth inhibition, actives largely listed as inhibitors; 420,000 tested, 12% active; further: nearly all actives have a fitted effect of over 55% in size
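Chicken DT40 Tdp1-/- cells complemented with human TDP1, 400 cells/well, exposed to compounds plus 20 nM camptothecin for at least 48 h at 37 C; viability read as ATP content by CellTiter-Glo luminescence.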
GCN5L2 inh: inhibitors of human GCN5L2 histone acetyltransferase; Potency, µM (doses to about 58.9 µM), for inactives: top-dose activity change, negative = inhibition, actives largely listed as inhibitors; 390,000 tested, 0.21% active; AID 504327; GCN5L2 HAT assay, ThioGlo1 CoA-SH fluorescence
Target sequence (Q92830 whole entry, looked up): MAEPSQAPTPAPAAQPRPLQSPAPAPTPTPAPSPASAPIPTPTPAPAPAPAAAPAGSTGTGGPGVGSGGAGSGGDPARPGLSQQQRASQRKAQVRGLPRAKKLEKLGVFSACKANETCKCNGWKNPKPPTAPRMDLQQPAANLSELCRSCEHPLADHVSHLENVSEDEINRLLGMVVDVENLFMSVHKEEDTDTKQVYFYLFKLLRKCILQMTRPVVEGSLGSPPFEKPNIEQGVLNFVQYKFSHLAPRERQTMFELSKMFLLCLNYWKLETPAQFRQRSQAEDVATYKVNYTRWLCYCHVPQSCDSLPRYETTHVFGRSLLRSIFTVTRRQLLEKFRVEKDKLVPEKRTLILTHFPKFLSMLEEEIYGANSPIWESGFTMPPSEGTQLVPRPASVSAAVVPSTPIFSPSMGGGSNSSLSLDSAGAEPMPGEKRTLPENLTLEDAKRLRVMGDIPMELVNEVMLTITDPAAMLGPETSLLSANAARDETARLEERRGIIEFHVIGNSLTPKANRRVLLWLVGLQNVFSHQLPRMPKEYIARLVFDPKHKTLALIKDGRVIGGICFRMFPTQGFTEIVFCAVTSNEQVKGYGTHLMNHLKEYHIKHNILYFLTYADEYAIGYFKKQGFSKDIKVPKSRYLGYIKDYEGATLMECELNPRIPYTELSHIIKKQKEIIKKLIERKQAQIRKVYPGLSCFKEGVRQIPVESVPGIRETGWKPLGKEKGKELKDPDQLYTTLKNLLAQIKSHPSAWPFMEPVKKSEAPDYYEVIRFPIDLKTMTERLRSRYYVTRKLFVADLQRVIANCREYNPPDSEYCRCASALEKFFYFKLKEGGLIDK
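Preincubate 20nM GCN5L2 with compound 15 min, RT → add 50uM ThioGlo1 + 75uM H3(1-25) + 70uM acetyl-CoA → read fluorescence 0 and 20 min. Primary qHTS; fluorescent artifacts likely.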
DT40 TDP1 no CPT: qHTS for Inhibitors of human tyrosyl-DNA phosphodiesterase 1 (TDP1): qHTS in cells in absence of CPT. DT40 Tdp1-/- hTDP1 cells, no CPT, ATP luminescence, 48 h. Potency, µM (series often up to 46.2 µM), inactives show top-dose activity change, negative = growth inhibition, hits mostly inhibitors. 420,000 tested, 15% active. AID 686978, 2013; further: nearly all actives have a fitted effect of over 55% in size
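Chicken DT40 Tdp1-/- cells complemented with human TDP1, screened without camptothecin (DMSO vehicle only), 400 cells/well. Compounds pin-transferred, cells incubated at 37 °C for at least 48 hr. Growth read as ATP-dependent luminescence (CellTiter-Glo, 30 min at RT).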
An asterisk follows results filed as active; ? = inconclusive; . = no result given; [ ] = another dose, or the depositor's remark. The call rests on the fitted dose curve; in most records, active means well fitted curve in the direction sought with a large enough effect; inconclusive means small, poorly fitted or top-dose-only effect, or another doubt; inactive means no such curve, though single readings can be large; an effect the other way counts as inactive or inconclusive. On the % scale 0 is the no-effect control and ±100 the full control effect; potency means the concentration at half of the fitted maximal effect. Only part of the results is shown. The share of hits here may be higher or lower than overall.

The opening four compounds, to show the layout:
cpd | SMILES | TDP1 cell CPT | GCN5L2 inh | DT40 TDP1 no CPT
1 | O=C(c1ccc([N+](=O)[O-])cc1)N(Cc1ccco1)c1ccccn1 | -21% | -10% | -10%
2 | O=C(NCc1ccc(F)cc1)C1CCN(c2ncnc3c2nc2n3CCCCC2)CC1 | -7% | -2% | ?
3 | CN(C)CCCNCCCNC(=O)/C(=N\O)c1ccccn1 | ? | -7% | 2%
4 | O=C(Nc1cccc([N+](=O)[O-])c1)Nc1cccs1 | 23µM* | -1% | ?

All compounds of this part, previewed entries included:
cpd | SMILES | TDP1 cell CPT | GCN5L2 inh | DT40 TDP1 no CPT
1 | O=C(c1ccc([N+](=O)[O-])cc1)N(Cc1ccco1)c1ccccn1 | -21% | -10% | -10%
2 | O=C(NCc1ccc(F)cc1)C1CCN(c2ncnc3c2nc2n3CCCCC2)CC1 | -7% | -2% | ?
3 | CN(C)CCCNCCCNC(=O)/C(=N\O)c1ccccn1 | ? | -7% | 2%
4 | O=C(Nc1cccc([N+](=O)[O-])c1)Nc1cccs1 | 23µM* | -1% | ?
5 | O=S(=O)(NCC(c1ccco1)N1CCc2ccccc2C1)c1ccc(Br)cc1 (centres undefined) | ? | -18% | ?
6 | Cc1ccc(CNC(=O)CCn2cc(-c3ccc(F)cc3)nc2-c2ccncc2)cc1 | ? | -1% | ?
7 | COCCN1CC(=O)N2C(c3cccc(OC)c3)c3[nH]c4ccccc4c3C[C@H]2C1=O (some centres undefined) | 14% | -22% | -28%
8 | Cc1ccc2oc(-c3ccc(Cl)c(NC(=O)c4cc5ccccc5o4)c3)nc2c1 | 8% | 0% | -15%
9 | Cc1onc(-c2c(Cl)cccc2Cl)c1C(=O)NC(C)(C)CO | -12% | -6% | -3%
10 | c1cc(-c2ccsc2)n2cnnc2c1 | -10% | . | -3%
11 | O=C1[C@@H]2CSC(c3ccc(F)cc3)N2C(=O)N1c1ccc(Cl)cc1 (some centres undefined) | 3% | -3% | -2%
12 | O=C(CSCc1ccccc1Cl)Nc1ccc(C(=O)O)cc1 | 4% | -4% | 2%
13 | Cc1cc(C)c(-c2cc(NC(=O)CSc3nncn3C)n(-c3ccccc3)n2)cc1C | 18µM* | -2% | 21µM*
14 | O=C(OCC(=O)N1CCN(S(=O)(=O)c2ccccc2)CC1)c1ccc([N+](=O)[O-])o1 | -28% | -1% | -17%
15 | O=C(Oc1ccc(Br)cc1C(=S)N1CCCCC1)c1cc([N+](=O)[O-])cc([N+](=O)[O-])c1 | ? | -3% | ?
16 | CCNC(=S)N1CCC(NC(=O)C2CCCCC2)CC1 | 3% | -1% | -6%
17 | O=C(Nc1ccc(F)c(F)c1)c1ccccc1-c1ccccc1 | -4% | -2% | 16%
18 | N#Cc1cccc(-c2ccc3ncnc(NCc4cccnc4)c3c2)c1 | -6% | -3% | -15%
19 | N/C(=N\OC(=O)c1cc(Cl)ccc1Cl)c1ccccn1 | -29% | 1% | -6%
20 | CC/C(O)=C1\C(=O)CCCC1=NCc1nc2ccccc2[nH]1 | ? | -2% | -3%
21 | CC(C)(C)OC(=O)N1CCN(c2ccc([N+](=O)[O-])cc2)CC1 | 0% | -21% | 3%
22 | COc1ccc(Cl)cc1NC(=O)c1cccc(-n2cnnn2)c1 | -2% | -1% | 0%
23 | O=C(O)CSc1nnnn1-c1ccccc1 | 2% | -3% | -1%
24 | COc1ccc(C(=O)C[n+]2cn(C(F)F)c3ccccc32)c(F)c1 | ? | -10% | 21µM*

Reprinted from the part before: 3 entries, then new ones.
cpd | SMILES | TDP1 cell CPT | GCN5L2 inh | DT40 TDP1 no CPT
22 | COc1ccc(Cl)cc1NC(=O)c1cccc(-n2cnnn2)c1 | -2% | -1% | 0%
23 | O=C(O)CSc1nnnn1-c1ccccc1 | 2% | -3% | -1%
24 | COc1ccc(C(=O)C[n+]2cn(C(F)F)c3ccccc32)c(F)c1 | ? | -10% | 21µM*
25 | CC(C)C(=O)N1CCN(c2ccc(NC(=S)NC(=O)c3cc4ccccc4o3)cc2)CC1 | ? | -27% | -26%
26 | CC(=O)c1ccc(N2CCC(c3cc(-c4ccc(Cl)cc4)n[nH]3)CC2)c([N+](=O)[O-])c1 | 7.3µM* | -13% | 4.6µM*
27 | Cc1ccccc1CC(=O)NC1CCCc2ccccc21 (centres undefined) | ? | -16% | ?
28 | COc1cccc(C(=O)Nc2sc3c(c2C#N)CCN(C(C)=O)C3)c1 | 2.1µM* | -20% | 1.5µM*
29 | CC(NC(=O)C(NC(=O)C1CCCN1C(=O)OC(C)(C)C)C(C)C)C(N)=O (centres undefined) | -16% | 1% | -11%
30 | CCOC(=O)c1ccc(S(=O)(=O)N2CCN(C(=O)c3cc(=O)c4ccccc4o3)CC2)cc1 | 0% | -13% | -6%
31 | COC(=O)c1sccc1NC(=O)c1cc(OC)c(OC)c(OC)c1 | -25% | -8% | ?
32 | O=C(NCc1ccco1)/C(=C\c1cccs1)NC(=O)c1cccs1 | -3% | 0% | -4%
33 | Cc1cccc(N(CC(=O)N(C)Cc2ccccc2)S(=O)(=O)c2ccccc2)c1C | ? | -9% | 23µM*
34 | COC(=O)c1ccccc1SC(CC(=O)c1ccccc1)c1ccc(F)cc1 (centres undefined) | 18µM* | -1% | 23µM*
35 | C=CCn1c(COc2cccc3ccc(C)nc23)nnc1SCC(=O)OC | 10% | 3% | 6%
36 | Cc1ccc(CNc2ccc(N3CCOCC3)cc2)cc1 | -22% | -8% | ?

Arranged by molar mass (rising): some entries from above
cpd | SMILES | TDP1 cell CPT | GCN5L2 inh | DT40 TDP1 no CPT
32 | O=C(NCc1ccco1)/C(=C\c1cccs1)NC(=O)c1cccs1 | -3% | 0% | -4%
29 | CC(NC(=O)C(NC(=O)C1CCCN1C(=O)OC(C)(C)C)C(C)C)C(N)=O (centres undefined) | -16% | 1% | -11%
30 | CCOC(=O)c1ccc(S(=O)(=O)N2CCN(C(=O)c3cc(=O)c4ccccc4o3)CC2)cc1 | 0% | -13% | -6%

A section from further up:
cpd | SMILES | TDP1 cell CPT | GCN5L2 inh | DT40 TDP1 no CPT
27 | Cc1ccccc1CC(=O)NC1CCCc2ccccc21 (centres undefined) | ? | -16% | ?
28 | COc1cccc(C(=O)Nc2sc3c(c2C#N)CCN(C(C)=O)C3)c1 | 2.1µM* | -20% | 1.5µM*

The listing continues:
cpd | SMILES | TDP1 cell CPT | GCN5L2 inh | DT40 TDP1 no CPT
37 | Cc1ccc(O)c(C2=NCCNC(C(F)(F)F)=C2)c1 | -2% | ? | -16%
38 | COc1ccc(OCCN2C(=O)NC(C)(c3ccc(C)cc3)C2=O)cc1 (centres undefined) | -4% | 1% | -23%
39 | C#CCOc1nc(Nc2cccc([N+](=O)[O-])c2)nc(OCC#C)n1 | ? | -2% | 21µM*
40 | COc1ccccc1NS(=O)(=O)c1ccc(S(=O)(=O)N2CCOCC2)cc1 | 7% | -2% | 6%
41 | CC(=O)NS(=O)(=O)c1ccc2c(c1)Cc1cc(S(=O)(=O)NC(C)=O)ccc1-2 | -23% | -12% | -11%
42 | CC1=C(C(=O)OCC2CCCCC2)C(c2ccc(Cl)cc2Cl)CC(=O)N1 (centres undefined) | ? | -1% | 21µM*
43 | Clc1nc2ccccc2nc1-c1ccccc1 | -17% | -2% | -23%
44 | Nc1ccccc1SCC(=O)Nc1nccs1 | 4% | -18% | -5%
45 | Cc1ccc2nc(-c3ccc(NC(=O)COC(=O)c4cncc(Br)c4)cc3)sc2c1 | 6% | 0% | -13%
46 | C[C@@H]1O[C@@H](O[C@H]2[C@H](Oc3cc(O)c4c(c3)OC(c3ccc(O)cc3)CC4=O)O[C@H](CO)[C@@H](O)[C@@H]2O)[C@H](O)[C@H](O)[C@H]1O (some centres undefined) | 1% | 2% | 2%
47 | Cc1ccc(NC(=O)C(C)OC(=O)c2ccc(Cl)nc2)cc1S(=O)(=O)N1CCOCC1 (centres undefined) | -19% | ? | -19%
48 | Cc1ccc2c(=O)cc(C(=O)Nc3cccc(C(F)(F)F)c3)oc2c1C | -27% | -6% | ?
49 | Cc1cccc(/C(N)=N/OC(=O)CCC2CCCCC2)c1 | -17% | -8% | -22%
50 | Cc1ccc(NNC(=O)c2c(F)cccc2Cl)cc1C | -6% | -11% | 3%
51 | Cc1ccnc(NC(=O)c2cccc(NC(=O)c3ccc(Cl)c(Cl)c3)c2)c1 | ? | . | -29%
52 | Cc1noc(C(=O)Nc2ccccc2C(F)(F)F)c1Cl | -21% | -4% | -10%
53 | O=C(NCc1cccs1)c1nc(-c2cccs2)no1 | -13% | -4% | ?
54 | CO/N=C/C(=N\Nc1ccc(OC)cc1)C(=O)c1ccc(OC)cc1 | ? | -10%[0.501 µM] | ?
55 | CCCc1cc(=O)oc2cc(OCC(=O)NC3CCN(Cc4ccccc4)CC3)ccc12 | -23% | -9% | -4%
56 | CC(=O)N1CCN(CC(O)COc2ccc(Br)cc2)CC1 (centres undefined) | -1% | -1% | ?
57 | O=c1c(C(c2ccc(F)cc2)c2c(O)nc3n(c2=O)CCCS3)c(O)nc2n1CCCS2 | -3% | -3% | -14%
58 | COCCNC(=O)c1sc2ncn(CC(=O)N3CCCCC3)c(=O)c2c1C | ? | -2% | 26µM*
59 | CC1(C)CC(=O)C2=C(C1)C(c1cn(-c3ccccc3)nc1-c1ccccc1)C(C#N)=C(N)O2 (centres undefined) | ? | -4% | ?
60 | CCS(=O)(=O)c1ncc(N(Cc2ccco2)Cc2ccccc2F)c(C(=O)Nc2cccc(Cl)c2)n1 | ? | -9% | ?
61 | O=S(=O)(c1ccc(F)cc1)n1ccc(-c2cnc(-c3ccccc3)s2)n1 | -7% | -17% | -25%
62 | O=C(Cc1ccc(Cl)cc1)Nc1nc2ccccc2[nH]1 | 5.2µM* | -5% | 2.1µM*
63 | CCC1CCCCN1CCCNC(=O)c1cc2c(=O)oc3ccc(C)cc3c2s1 (centres undefined) | ? | -19% | ?
64 | COc1cc(/C=C/C(=O)c2ccc3c(c2)OCCO3)cc(OC)c1OC | ? | -7% | ?
65 | CN(C(=O)c1ccc2c(c1)S(=O)(=O)N=C1CCCCCN12)c1ccccc1 | -21% | -6% | -24%
66 | CC(NC(=O)OC1CCCCC1)N1C(=O)C2C3C=CC(C3)C2C1=O (centres undefined) | -11% | 2% | -17%
67 | COc1ccc(S(=O)(=O)N2CCCN(Cc3cccc(F)c3)CC2)cc1 | 21µM* | -14% | ?
68 | CN(C)S(=O)(=O)c1ccc(C(=O)Nc2ccnn2C2CCCCC2)cc1 | ? | -3% | 16µM*
69 | Cc1cc(C)n(C2CCCCC2OC(=O)CCc2ccccc2)n1 (centres undefined) | ? | -11% | ?
70 | CCOC(=O)C1CCCN(C(=O)COC(=O)C2=COCCO2)C1 (centres undefined) | -18% | -8% | 1%
71 | CCOc1cc(CN2CCCCCC2)ccc1OC | -14% | ? | -2%
72 | CCN(CC(=O)Nc1ccccc1OC)C(=O)c1ccc(NC(=O)c2cccs2)cc1 | ? | -2% | ?
73 | O=C(O)Cc1ccc(O)cc1 | -2% | . | -1%
74 | c1cnc(N2CCN(Cc3ccc4c(c3)OCO4)CC2)cn1 | -13% | -9% | -12%
75 | C[C@H](CO)N1C[C@H](C)[C@@H](CN(C)C(=O)Nc2ccccc2)Oc2ccc(NC(=O)Cn3cnnn3)cc2C1=O | 12% | 0% | 11%
76 | NC(=O)c1nccc2ccccc12 | -15% | . | ?
77 | CCNc1ncc2ncc(=O)n(CCc3ccccc3)c2n1 | ? | -29% | ?
78 | Cc1ccccc1NC(=S)NCCc1c[nH]c2ccccc12 | -13% | -2% | ?
79 | CCCC(=O)NC(c1ccco1)c1cc([N+](=O)[O-])c2cccnc2c1O (centres undefined) | -7% | -5% | -22%
80 | C=CCc1ccccc1OCCn1ccnc1 | -16% | -3% | 1%
81 | CC(C)CCN1CCN(Cc2ccc(C#CCCO)cc2)CC1CCO (centres undefined) | 9% | 3% | -3%
82 | Cc1ccc(C)c(C(O)c2ncc(-c3cccc(C(F)(F)F)c3)[nH]2)c1 (centres undefined) | ? | . | ?
83 | O=C1c2ccccc2-c2nc3ccccc3cc21 | ? | -20% | ?
84 | CC1=C(C#N)C2(O)C(=O)c3ccccc3C2(O)N1 (centres undefined) | -3% | -7% | 4%
85 | CCCNC(=O)C1(CC2CC(c3ccccc3)=NO2)CCN(C(=O)c2ccccc2)CC1 (centres undefined) | 6% | 1% | 5%
86 | Cn1c(=O)c2c(nc(NCc3ccc4c(c3)OCO4)n2C)n(C)c1=O | ? | -3% | -26%
87 | CCOC(=O)c1c(C)[nH]c(C)c1C(=O)CSc1nc2ccccc2n1CCOC | ? | -7% | ?
88 | N=c1n(CCN2CCOCC2)c2ccccc2n1CC(=O)c1cccc([N+](=O)[O-])c1 | 16µM* | -5% | 23µM*
89 | Cc1cc(=O)oc2c(C)c(OC(C)C(=O)NCCCN3CCOCC3)ccc12 (centres undefined) | 4% | -5% | -16%
